# MgcRacGAP inhibition – MgcRacGAP GTPase-activating activity inhibitors, confirmation, biochemical, ADP Hunter fluorescence. Rac GTPase-activating protein 1 (Homo sapiens). MgcRacGAP-stimulated Rac1 GTP hydrolysis, ADP Hunter fluorescence; higher % means a stronger effect; GST-tagged Rac1 F28L mutant substrate. inhibition, % at 30 µM, or IC50 in µM where a hit was titrated. 340,000 tested, 0.6% active. AID 624330, 2012;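 active = first-screen hits whose inhibition reached a set limit at any dose in the follow-up dose series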;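 also: fluorescence reports GDP produced by GAP-driven GTP hydrolysis; strong numbers were not always called active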
# T cell modulator – modulators of CD8 T cell-vesicle binding, primary screen, mouse 2C CD8+ T cells, flow cytometry; 2C CD8+ T cell-vesicle binding; active compounds read low; calls only at 7 µM; 330,000 tested, 0.068% active; AID 2052, 2009;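 active = response, share of CD8 T cells binding vesicles, and their 90th percentile fluorescence all below set limits, cut at about 80% in these data, passing the limit was not always enough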
#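 Also added: QL9-peptide-loaded Drosophila micro-vesicles bearing Ld, ICAM-1 and B7-1; Test system: purified 2C TCR transgenic mouse naive CD8+ T cells; Measured by: cytometric PE anti-B7-1 and Alexa647 anti-CD8 signals after 1% paraformaldehyde fixation; Timing: binding step 1.5 h, 37 °C, antibody labelling 20 min, ice.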
# GPR35 arrestin U2OS – GPR35 antagonists blocking zaprinast-driven arrestin recruitment, primary screen, imaging, U2OS, beta-arrestin-GFP, zaprinast agonist (AID 2058); G-protein coupled receptor 35 (Homo sapiens); U2OS GPR35 beta-arrestin-GFP translocation imaging, zaprinast antagonism; higher % means a stronger effect; inhibition, % at 10 µM, or IC50 in µM where a hit was titrated; 290,000 tested, 0.052% active;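 active = inhibition of at least 50% with at least 30 cells and total cytoplasm GFP at most 10,000,000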
# NTR1 agonist – agonists of NTR1, primary screen, imaging, U2OS cells, beta-arrestin-GFP, high content (AID 493036); 330,000 tested, 0.17% active; activation, % at 20 µM; Neurotensin receptor type 1 (Homo sapiens), P30989; NTR1-U2OS beta-arrestin-GFP spot imaging, agonist mode;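 active = activation at or above 40% of the spot to cytoplasm intensity ratio, with at least 20 cells analyzed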;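 also: 0% = DMSO without peptide and 100% = 100 nM NTR1 peptide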
# Target sequence (P30989 whole entry, looked up): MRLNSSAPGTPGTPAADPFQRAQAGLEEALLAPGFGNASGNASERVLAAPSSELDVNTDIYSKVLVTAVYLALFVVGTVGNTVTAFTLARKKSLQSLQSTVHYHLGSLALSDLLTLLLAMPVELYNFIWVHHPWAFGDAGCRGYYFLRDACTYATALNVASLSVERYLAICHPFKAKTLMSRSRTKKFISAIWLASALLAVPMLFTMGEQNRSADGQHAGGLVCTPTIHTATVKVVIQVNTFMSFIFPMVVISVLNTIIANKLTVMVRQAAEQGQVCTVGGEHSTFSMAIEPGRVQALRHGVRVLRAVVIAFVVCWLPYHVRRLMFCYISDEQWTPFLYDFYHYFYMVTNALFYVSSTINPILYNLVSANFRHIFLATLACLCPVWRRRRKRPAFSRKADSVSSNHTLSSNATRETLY
# GPR55 beta-arrestin – GPR55 agonists via beta-arrestin recruitment, primary screen, imaging, U2OS cells, beta-arrestin-GFP redistribution (AID 1961) | G-protein coupled receptor 55 (Homo sapiens) | U2OS GPR55 beta-arrestin-GFP redistribution imaging; higher % means a stronger effect | one-dose activation, % at 10 µM; EC50 in µM for titrated hits | 290,000 tested, 0.048% active;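 active = activation above 40% with more than 50 cells counted in the well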;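 also: U2OS osteosarcoma cells stably expressing GPR55 and beta-arrestin-GFP; plate controls were DMSO negative control for no effect and LPI positive control for full effect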
# Lipid droplet – inhibitors of hepatocyte lipid droplet formation, primary screen, imaging, high-throughput imaging, BODIPY stain; AML12 mouse hepatocytes, oleate lipid droplets; 240,000 tested, 0.4% active; inhibition, % at 6.5 µM; AID 1656, 2009;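 active = lipid droplet intensity inhibited by at least 50%, with more than 500 cells counted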
#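 Material – mouse AML12 hepatocyte cell line, fixed after treatment · Compound dosing – one dose, 6.5 µM compound · Times – compound with oleate, overnight · Measured by – Image-based BODIPY and DAPI two-channel analysis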
# GPR55 LPI antagonism – GPR55 antagonists blocking LPI-driven arrestin recruitment, primary screen, imaging, U2OS, beta-arrestin-GFP, LPI agonist (AID 2013) | G-protein coupled receptor 55 (Homo sapiens) | U2OS GPR55 beta-arrestin-GFP translocation imaging, LPI antagonism; higher % means a stronger effect | one-dose inhibition, % at 10 µM; IC50 in µM for titrated hits | 290,000 tested, 0.13% active;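 active = spots per cell inhibited over 60%, with over 100 cells counted and total cytoplasm intensity under 500,000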;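 also: U2OS cells stably carrying GPR55 and arrestin-GFP stimulated by 5 µM LPI near EC80; imaged beta-arrestin-GFP aggregate spots per cell after agonist stimulation; plate controls were LPI-stimulated DMSO wells for no effect and DMSO wells without LPI for full effect; some results filed as inactive read as strong as hits; confirmed hits need IC50 under 10 µM and bright autofluorescent wells are also inconclusive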
# LYP inhibition – inhibitors of LYP phosphatase, biochemical, fluorescence intensity, uHTS (AID 1779). Tyrosine-protein phosphatase non-receptor type 22 (Homo sapiens). 290,000 tested, 0.054% active. recombinant LYP phosphatase, fluorescence intensity; higher % means a stronger effect. one-dose inhibition, % at 11.5 µM; IC50 in µM for titrated hits; in the data active = inhibition above about 50%;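 also: plate controls were vehicle with enzyme for no effect and no enzyme for full effect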
# SV40 large T antigen – SV40 large T antigen inhibitors, biochemical (AID 1903) | inhibition, % at 20 µM, or IC50 in µM where a hit was titrated | SV40 large T antigen ATPase/helicase inhibition assay; higher % means a stronger effect | 310,000 tested, 0.39% active; in the data active = a potency from the dose series; also: strong numbers were not always called active
# Lipid droplet cells 6.5 µM – second read-out of Lipid droplet, no call of its own (marks repeat the call); cell count; measured here: cell count, cytotoxicity flag;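 cells counted across two imaged fields per well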
# T cell modulator vesicle-bound % – also measured in T cell modulator; calls as there; double positive events, %; measured here: CD8+ vesicle-bound cell fraction;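 binding gate set so that unloaded-vesicle control wells show 10% double positive cells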
# NTR1 agonist cell count 20 µM – second read-out of NTR1 agonist, no call of its own (marks repeat the call); cell count; measured here: cell count, cytotoxicity flag
# The depositor's hits bear a star; i = inactive; . = not tested or not shown.
SMILES,MgcRacGAP inhibition,T cell modulator,T cell modulator vesicle-bound %,GPR35 arrestin U2OS,NTR1 agonist,NTR1 agonist cell count 20 µM,GPR55 beta-arrestin,Lipid droplet,Lipid droplet cells 6.5 µM,GPR55 LPI antagonism,LYP inhibition,SV40 large T antigen
O=C(NC1CCC(O)CC1)c1cccc2cccnc12 (stereo not given),9%,i,29,-6%,0.0,53,-0.1%,0,744,9%,-10%,3%
Cc1nc(S(=O)(=O)c2ccc(Cl)cc2Cl)nc2c1CCC2,11%,i,20,2%,-0.6,37,3.1%,.,.,-7%,-3%,6%
Cc1cccc(CC(C)NC(=O)CCc2nnc(-c3ccccc3)o2)n1 (stereo not given),0%,i,25,6%,-0.2,59,1.0%,16,728,10%,-12%,15%
O=C1CSC(=S)N1/N=C/c1ccc(Cl)c([N+](=O)[O-])c1,.,i,21,-9%,3.3,69,-0.1%,-1,682,-8%,-1%,29%
COc1ccc(NC(=O)CN2C(=O)c3cccc4cccc2c34)c(OC)c1,12%,i,8,4%,2.5,35,-0.1%,.,.,22%,-7%,10%
Nc1ncnc(Nc2cc(C(F)(F)F)cc(C(F)(F)F)c2)n1,9%,i,15,8%,1.6,52,-0.2%,-4,767,0%,-4%,-3%
Cn1c(C(=O)N2CCC(C(=O)NCc3ccccc3)CC2)cc2sccc21,6%,i,10,-2%,0.6,55,0.0%,-7,712,9%,-5%,6%
Cc1ccc(OCC(=O)N2CCCCCCC2)cc1,10%,i,57,9%,-2.0,54,-0.1%,-4,830,-8%,-4%,0%
COc1cc2ncnc(NCCCN3CCOCC3)c2cc1OC,13%,i,30,-10%,0.0,53,0.2%,2,682,0%,-2%,8%
COc1ccc([N+](=O)[O-])cc1NC(=O)C(C)c1ccccc1 (stereo not given),2%,i,35,16%,0.9,68,0.5%,-15,654,11%,-2%,8%
Cc1ccccc1/C=C/C12NC(=O)CN1c1ccccc1C2(C)C (stereo not given),13%,i,20,2%,1.6,60,-0.3%,17,679,2%,1%,12%
CCCCOC(=O)c1ccc(NS(=O)(=O)c2cc(-c3nnnn3CC)ccc2OC)cc1,10%,i,46,3%,3.5,40,0.3%,.,.,-5%,0%,5%
COc1ccc(NS(=O)(=O)c2cccc(C(=O)NCc3cccnc3)c2)cc1,7%,i,58,.,-0.5,63,.,.,.,.,.,5%
Cc1cc(-c2nn(-c3ccccc3F)cc2CN2CCCC(CO)C2)c(C)s1 (stereo not given),0%,i,43,20%,1.9,32,0.2%,-8,750,9%,4%,-3%
CCOc1nc(C)ccc1-c1noc(-c2cccnc2)n1,8%,i,57,8%,1.1,69,-0.3%,-7,795,5%,-8%,10%
CN(C)c1ccc(/C=N/N=C2/SC(CC(=O)O)C(=O)N2c2ccc(O)cc2)cc1 (stereo not given),5%,i,18,1%,2.1,48,0.2%,29,688,-9%,-2%,13%
CC(=O)Nc1cccc(/C(C)=N/NC(=O)c2ccc3c(c2)OCO3)c1,6%,i,50,7%,0.0,70,0.2%,-1,656,-10%,0%,9%
CCCCNc1cnn(-c2ccccc2)c(=O)c1Cl,7%,i,28,2%,0.0,50,0.2%,-6,647,-5%,0%,5%
CCOC(=O)Cn1cc(/C=N/NC(=O)c2cc3ccccc3o2)c2ccccc21,5%,i,34,-4%,2.2,51,0.2%,-29,692,-11%,-6%,16%
O=C(/C=C/c1ccc[nH]1)c1ccc(F)cc1,7%,i,53,-25%,1.8,66,-0.1%,-7,656,-7%,-5%,2%
COc1cccc(NC(=O)CSc2nc3scc(C)c3c(=O)[nH]2)c1,11%,i,24,4%,1.0,53,0.2%,8,847,12%,-3%,8%
Cc1cc(C(=O)Nc2ccc(C)c(C)c2)n(-c2ccccc2)n1,12%,i,53,5%,-0.9,94,-0.1%,-6,413,4%,-3%,4%
Cc1ccc(Nc2nc(N)[nH]c(=O)c2N=O)cc1,5%,i,28,7%,1.2,92,0.9%,2,735,12%,-2%,5%
COC(=O)c1ccc(CNC(=O)CCc2c[nH]c3ccccc23)cc1,10%,i,26,17%,0.6,58,-0.1%,12,849,0%,-5%,9%
O=C(CCC(=O)c1ccc[nH]1)c1ccc(Cl)cc1,5%,i,22,-19%,-0.7,70,-0.3%,.,.,2%,-12%,15%
CCCCOc1ccccc1NC(=O)C=C(C)C,3%,i,33,9%,1.3,47,-0.1%,8,784,-4%,2%,9%
Cc1ccccc1OCC(O)Cn1c(NCc2ccccc2)nc2c1c(=O)[nH]c(=O)n2C (stereo not given),8%,i,33,-4%,0.6,88,-0.1%,.,.,19%,-6%,7%
CN1CCc2nc(SCC(=O)Nc3ccc(OC(F)(F)F)cc3)c(C#N)c(-c3cccs3)c2C1,8%,i,16,-1%,20,38,0.6%,4,719,5%,-1%,20%
COc1ccc(CCNS(=O)(=O)CCNC(=O)c2ccc3c(c2)OCO3)cc1OC,13%,i,37,.,1.1,80,.,.,.,.,.,6%
O=C1OC(/C(=C\Nc2cc(Cl)ccc2O)[N+](=O)[O-])c2ccccc21 (stereo not given),30%,i,39,7%,0.7,93,0.8%,0,681,-4%,-1%,27%
Cc1cc(C)cc(C(=O)NCC(=O)OCc2c(C)noc2C)c1,6%,i,6,1%,1.6,46,-0.3%,-5,656,5%,5%,3%
CC1CCN(c2ccc(C(F)(F)F)cc2N)CC1,4%,i,14,-9%,0.5,49,-0.5%,-3,675,-1%,-8%,9%
COC(=O)/C(C#N)=C/c1c(Oc2cc(C)cc(C)c2)nc2c(C)cccn2c1=O,6%,i,19,-18%,16,43,0.1%,0,719,12%,11%,4%
CC(NC(=O)C(C)(C)C)C(c1cccs1)N1CCN(Cc2ccccc2)CC1 (stereo not given),13%,i,32,-2%,-0.5,51,0.6%,-30,605,6%,-10%,11%
COCCN(Cc1cn(C)nc1-c1ccc(Oc2ccccc2)cc1)C(C)C,6%,i,60,22%,2.4,59,-0.3%,0,809,16%,-8%,11%
COc1ccc(NS(=O)(=O)c2ccc(NC(=O)CCNS(=O)(=O)c3ccc(C)cc3)cc2)cc1,7%,i,47,6%,5.1,50,-0.3%,0,633,7%,-6%,6%
O=c1cc(CN2CCN(CCO)CC2)c2cc3c(cc2o1)CCC3,1%,i,29,13%,3.0,75,0.3%,.,.,20%,-3%,-2%
O=C1CN(C(=O)c2ccccc2F)C(c2ccc(F)cc2)c2cc(Br)ccc2N1 (stereo not given),8%,i,22,-4%,-0.4,54,-0.2%,.,.,-3%,-5%,1%
CCC1=NN2C(=N)/C(=C\c3cccn3-c3ccc(Br)cc3)C(=O)N=C2S1,6%,.,.,-4%,.,.,0.1%,-10,686,3%,0%,6%
Clc1ccc(OCCn2ccnc2)c(Cl)c1,15%,i,43,-11%,-1.4,76,-0.1%,-2,625,8%,-2%,1%
CCc1c(C)c2cc(Cl)c(O)c(CN3CCCCC3)c2oc1=O,4%,i,35,-4%,1.0,80,-0.2%,.,.,9%,-63%,16%
Cc1cc(C)c(C(=O)N2CCCC(Nc3ccc(C)c(C)c3)C2)o1 (stereo not given),-18%,i,14,6%,-0.8,42,-0.2%,-15,602,-2%,-14%,.
CCOC(=O)c1nc(Nc2cc(C)cc(C)c2)c2ccccc2n1,11%,i,45,-6%,6.6,90,0.0%,16,628,23%,1%,-1%
CS(=O)(=O)N1CCN(CC(=O)NC2CCCC2)CC1,8%,i,59,-8%,-0.6,7,-0.2%,-2,812,5%,-9%,5%
O=C(CCNC(=O)c1ccc(Br)cc1)NCc1ccccc1F,5%,i,38,.,-1.2,64,.,.,.,.,.,11%
O=C1c2cccnc2C(=O)N1c1cccc(-c2nc3ccccc3o2)c1,3%,i,52,5%,-0.2,40,-0.1%,0,704,0%,-1%,15%
COCCOC(=O)c1c(C)oc2ccc(O)c(CN3CCC(C)CC3)c12,4%,i,37,-4%,-0.4,70,0.2%,.,.,10%,-8%,5%
CCCCC1CC1C(=O)Nc1ncc2c(n1)CC(C)(C)CC2=O (stereo not given),7%,i,14,5%,1.7,51,-0.2%,-11,760,-5%,-2%,14%
CCc1noc(C)c1C(=O)NCCN1C(=O)S/C(=C\c2ccc(OC)cc2)C1=O,7%,i,37,.,-1.6,44,.,.,.,.,.,9%
Cc1cc(NC(=O)CCC(=O)N(CC(=O)NCC2CCCO2)c2ccc(C(C)C)cc2)no1 (stereo not given),5%,i,31,10%,-1.2,48,-0.1%,-2,840,4%,-6%,2%
Cc1ccc(NC(=O)C2c3ccccc3Oc3ccccc32)c(C)c1,5%,i,0,-1%,2.2,80,-0.1%,7,653,3%,-6%,4%
N/C(=N\OC(=O)COc1ccccc1Cl)c1ccccn1,5%,i,46,-4%,.,.,0.1%,10,751,5%,1%,2%
CN(C)C(=O)N1CCN(C(=O)c2ccco2)CC1,2%,i,38,-7%,-0.3,37,0.3%,-1,623,12%,-3%,12%
O=C(Nc1nc2ccccc2s1)c1cccc(N2C(=O)CCC2=O)c1,9%,i,40,17%,-1.8,59,-0.2%,8,616,12%,-4%,2%

# Full records as entered above.
# Listed for CN(C)C(=O)N1CCN(C(=O)c2ccco2)CC1 → MgcRacGAP inhibition: 2%; T cell modulator: i; T cell modulator vesicle-bound %: 38; GPR35 arrestin U2OS: -7%; NTR1 agonist: -0.3; NTR1 agonist cell count 20 µM: 37; GPR55 beta-arrestin: 0.3%; Lipid droplet: -1; Lipid droplet cells 6.5 µM: 623; GPR55 LPI antagonism: 12%; LYP inhibition: -3%; SV40 large T antigen: 12%
# Listed for O=C(Nc1nc2ccccc2s1)c1cccc(N2C(=O)CCC2=O)c1 → MgcRacGAP inhibition: 9%; T cell modulator: i; T cell modulator vesicle-bound %: 40; GPR35 arrestin U2OS: 17%; NTR1 agonist: -1.8; NTR1 agonist cell count 20 µM: 59; GPR55 beta-arrestin: -0.2%; Lipid droplet: 8; Lipid droplet cells 6.5 µM: 616; GPR55 LPI antagonism: 12%; LYP inhibition: -4%; SV40 large T antigen: 2%

# High-throughput results deposited in PubChem by several laboratories.
